High-throughput results from PubChem.
hiPSC survival – hiPSC single-cell survival enhancement. AID 602274. survival enhancement, % at 20 µM. ATPlite luminescence; 100% = ROCK inhibitor wells, 0% = DMSO. 0.044% of 360,000 active; in the data active = survival enhancement above about 18%;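 note: cells exposed to compounds for 16 hours before the ATP read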
MITF TRPM1 inh – MITF TRPM1 promoter inhibition in SK-MEL-5 cells; SK-MEL-5 TRPM1 promoter luciferase, 24 h; 0.83% of 330,000 active; inhibition, % at 12.5 µM;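 active = mean inhibition across replicates of 60% or more, whatever share of single replicates reaches that level; inconclusive = some that reach 60%, reason not given; inactive = mean inhibition across replicates below 60%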; note: values of inactives mirror those of a sister screen read the other way
PDI inh – PDI (human) enzyme inhibition; 0.052% of 350,000 active; P07237; PDI insulin aggregation turbidity, A650, 90 min; AID 588391; inhibition, % at 10 µM;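 active = mean inhibition across replicates of 30% or more, whatever share of single replicates reach that level; inconclusive = mean inhibition below 30% while every single replicate reaches 30%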;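 note: absorbance from insulin aggregation driven by PDI reduction with DTT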
Target sequence (P07237 whole entry, looked up): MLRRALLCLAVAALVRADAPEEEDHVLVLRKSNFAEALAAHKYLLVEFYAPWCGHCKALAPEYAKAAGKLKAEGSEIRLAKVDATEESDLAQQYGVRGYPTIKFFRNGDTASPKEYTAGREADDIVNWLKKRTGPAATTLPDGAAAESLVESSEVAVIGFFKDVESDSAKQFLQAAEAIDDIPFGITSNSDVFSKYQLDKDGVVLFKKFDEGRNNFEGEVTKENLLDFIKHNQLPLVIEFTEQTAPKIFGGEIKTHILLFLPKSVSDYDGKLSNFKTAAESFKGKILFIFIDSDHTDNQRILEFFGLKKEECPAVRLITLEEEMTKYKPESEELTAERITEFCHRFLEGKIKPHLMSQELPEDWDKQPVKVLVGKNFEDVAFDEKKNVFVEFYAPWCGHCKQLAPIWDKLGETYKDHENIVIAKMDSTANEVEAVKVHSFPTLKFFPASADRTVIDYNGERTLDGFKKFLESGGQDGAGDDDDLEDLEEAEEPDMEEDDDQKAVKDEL
Exocytosis inh – lytic granule exocytosis inhibition | 0.66% of 360,000 active | AID 651702 | inhibition, % at 10 µM | TALL-104 LAMP-1 surface exposure, flow cytometry; cells stimulated with thapsigargin and PMA;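 active = inhibition above about 55%, limit read from the data; inconclusive = no clear call, values can overlap the other calls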
aDG glyco up – increases alpha dystroglycan glycosylation. Pro5-aDG cells, alpha-DG glycosylation AlphaScreen (IIH6); 0% Pro5, 100% B10-LARGE cell signal. activation, % at 10 µM. 0.22% of 360,000 active. AID 624168;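 active = activation of at least 8% versus controls, or a plate z-score of at least 8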;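 note: Pro5 are CHO cells carrying HIG-tagged alpha-DG that lacks glycosylation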
CaV13 ICDI inh – Disruptors of the CACNA1D IQ motif to Ca2+-dependent inactivation inhibitor domain association, primary screening, Förster resonance energy transfer in intact living …; HEK cells, CFP/YFP FRET ICDI-IQ, plate reader, 10 min; percent FRET-ratio fall versus neutral wells; inhibition, % at 12.3 µM; 0.098% of 340,000 active; AID 743397;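 active = mean replicate inhibition of at least 30% and at least 1% of replicates passing that level; inconclusive = only one of the two criteria is met; inactive = neither criterion is met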;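 note: 0% = median of the neutral control wells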
Peg3 prom inh – Peg3 promoter activity inhibition; inhibition, % at 20 µM; 1.7% of 360,000 active; HeLa PEG-Prom luciferase reporter, luminescence, overnight;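 active = inhibition of at least 50% at 20 µM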
Vif imaging – inhibitors of HIV Vif; HEK293T cells, Vif self-association by quenched fluorescence, imaging, 24 h; inhibition, % at 7.49 µM; 0.35% of 340,000 active; AID 602346; in the data active = inhibition above about 50%, passing the limit was not always enough; inconclusive = no clear call, values can overlap the other calls; inactive = below about 31%; note: some results filed as inactive read as strong as hits
NR2E3 ag-1 – human photoreceptor-specific nuclear receptor agonism; Q9Y5X4; CHO-S Gal4-NCOR/VP16-NR2E3 two-hybrid, luciferase; inhibition of corepressor binding, % at 3.98 µM; 0.35% of 360,000 active; AID 602229;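 active = inhibition above the mean of all tested compounds plus 3 SD, cut at about 70% in these data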;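 note: 0% = DMSO with NR2E3 transfected cells and 100% = cells lacking NR2E3 construct; higher means lower luciferase signal from less NR2E3 corepressor binding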
Target sequence (Q9Y5X4 whole entry, looked up, the tested form may be a part): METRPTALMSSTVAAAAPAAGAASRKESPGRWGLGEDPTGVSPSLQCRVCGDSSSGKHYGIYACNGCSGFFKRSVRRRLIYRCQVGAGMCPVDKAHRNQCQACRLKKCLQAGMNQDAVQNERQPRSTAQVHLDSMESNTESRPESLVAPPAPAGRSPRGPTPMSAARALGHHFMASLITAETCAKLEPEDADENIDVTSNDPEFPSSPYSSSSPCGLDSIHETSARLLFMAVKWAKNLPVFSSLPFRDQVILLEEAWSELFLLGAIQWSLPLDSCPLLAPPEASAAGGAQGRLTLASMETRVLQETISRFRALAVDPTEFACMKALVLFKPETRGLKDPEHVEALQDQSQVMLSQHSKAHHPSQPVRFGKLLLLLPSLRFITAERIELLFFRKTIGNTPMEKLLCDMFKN
HIF-2a inh – HIF-2a inhibition; AID 624352; inhibition, % at 18.8 µM; 786-0 RCC cells HIF-2a reporter, luciferase luminescence, overnight; 0.72% of 360,000 active;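 active = inhibition of the luminescence signal of 40% or more relative to plate controls, in a single-dose primary screen at 18.75 µM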
NR2E3 ag-2 – NR2E3 (human) agonism; inhibition of corepressor binding, % at 4.78 µM; 0.12% of 320,000 active; GST-NR2E3/biotin-RetCOR TR-FRET, 1536-well; Q9Y5X4; AID 2300;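 active = percent inhibition above the cutoff of mean plus 3 SD of all tested compounds, set per screening campaign, cut at about 20% in these data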;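 note: 0% = DMSO wells and 100% = biotin wells as full block of FRET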
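Test system – NR2E3–RetCOR corepressor complex · Quantity – NR2E3 fusion 1.35 nM · Buffer or medium – Tris pH 7.5 · Incubation – Compound–protein incubation for 5 h at 4 °C · Technique – TR-FRET, Eu(K)-anti-GST donor, streptavidin-D2 acceptor, ex 340, em 617/671 nm · Evaluation – percent inhibition of 671/617 nm emission ratio versus biotin and DMSO controls · Plate – 1536-well format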
Numbers without * were called inactive; ? = inconclusive; / = not tested or not shown.

SMILES | hiPSC survival | MITF TRPM1 inh | PDI inh | Exocytosis inh | aDG glyco up | CaV13 ICDI inh | Peg3 prom inh | Vif imaging | NR2E3 ag-1 | HIF-2a inh | NR2E3 ag-2
CC(C)Nc1nc(Cl)nc(NN(C)c2nc(N(C)C)nc(N(C)C)n2)n1 | -0.6 | 7 | 18 | -1 | 0.3 | -5 | 13 | -4 | 15 | 20 | 4
O=C(NCc1n[nH]c(=S)n1-c1ccccc1)c1ccc(S(=O)(=O)N2CCOCC2)cc1 | 0.7 | 6 | 6 | 0 | 0.0 | -9 | 5 | 3 | -21 | 18 | 1
COc1cc(OC)cc(C(=O)N[C@H](C(=O)OCC(=O)Nc2ccc(C(C)C)cc2)C(C)C)c1 | -1.3 | 3 | -4 | -4 | 0.4 | -5 | 5 | 1 | 24 | 6 | 2
CCn1c(COc2ccccc2)nnc1SCC(=O)Nc1cc(C)ccc1OC | -1.2 | 10 | 1 | -1 | 0.8 | -9 | 23 | -8 | 5 | 1 | -1
CN1C[C@H](C(=O)NC2(C)OC3(O)[C@@H]4CCCN4C(=O)[C@H](Cc4ccccc4)N3C2=O)CC2c3cccc4[nH]cc(c34)C[C@H]21 (stereo partly specified) | -0.4 | -5 | 5 | 4 | 0.0 | -6 | -16 | 7 | -31 | -17 | -2
Cc1ccc(S(=O)(=O)CC(=O)Nc2nnc(C(C)(C)C)s2)cc1 | -0.3 | -3 | -1 | 10 | 0.1 | -3 | 11 | / | -27 | 7 | 3
COC(=O)c1cnn(-c2ccccc2)c1/C=N/NC(=S)Nc1ccccc1 | -0.8 | / | 1 | -14 | 0.0 | -20 | -13 | -16 | 0 | -19 | 1
COC(=O)c1cccc(NC(=O)Cc2nc(-c3ccccc3)sc2-c2ccc(C)cc2)c1 | -0.6 | -2 | 6 | 7 | -0.2 | -5 | -2 | -1 | 3 | 2 | -1
Cc1cc2cc(CNC(=O)c3ccc(S(=O)(=O)N(C)C)cc3)ccc2n1C | -1.8 | / | / | 0 | -0.5 | -9 | 0 | -4 | 3 | 6 | 1
Cc1ccsc1/C=N/NC(=O)C(=O)NCC(C)C | -0.2 | -39 | -4 | -2 | 0.1 | -4 | -157 | 7 | -20 | -156 | 3
Cc1cc(C(=O)N2CCN(C/C=C/c3ccccc3)CC2)no1 | -2.1 | -8 | -1 | -6 | -0.3 | -7 | 5 | -8 | 14 | 5 | -5
Cc1cc(Cl)ccc1OCCCC(=O)N1CCCc2ccccc21 | -0.4 | 14 | -1 | 5 | -0.1 | -8 | 3 | -4 | -9 | -1 | -3
CCC1(c2ccccc2)NC(=O)N(CC(=O)NC2(C#N)CCCCC2)C1=O (stereo unspecified) | -0.4 | 5 | 2 | -1 | 0.2 | -6 | -19 | -1 | 10 | 8 | 7
O=C(NC(=S)Nc1cccc(C(F)(F)F)c1)c1ccc2nonc2c1 | 0.8 | / | -4 | 3 | 0.0 | -4 | 29 | -6 | -4 | -12 | 4
CN1CCN(c2ccc(NC(=O)N3CCc4ccccc43)cc2)CC1 | -0.7 | ? | 5 | 7 | 0.1 | -4 | 58* | / | 49 | 27 | 0
CCC(C)(C)NC(=O)C1c2ccccc2Oc2ccccc21 | 0.4 | -2 | -4 | 4 | 0.0 | 0 | 10 | 1 | -14 | 13 | 2
O=c1n(Cc2ccc(Cl)cc2)c2sc3c(c2c2ncnn12)CCCC3 | -3.9 | -8 | 6 | -2 | 1.6 | / | 23 | -16 | -7 | 27 | 2
CCCCOc1ccc(Br)cc1/C(C)=N/NC1=NCCN1 | -4.7 | 82* | 8 | 30 | -0.4 | -5 | 41 | -8 | -32 | 26 | 3
O=C(NCc1ccncc1)c1ccc(Br)cc1 | -0.5 | 3 | -2 | 4 | 0.0 | -7 | 25 | 5 | -12 | 10 | -1
Cc1sc(-n2c(C)cc(C=O)c2C)c(C(=O)O)c1C | 5.1 | -5 | 2 | -2 | 0.0 | -9 | 7 | -5 | -1 | 16 | 2
O=S(=O)(c1ccc2nc(Cc3cccc(C(F)(F)F)c3)[nH]c2c1)N1CCOCC1 | 0.4 | -10 | 1 | 0 | 0.0 | -5 | 23 | -1 | -12 | -2 | 2
O=C(NC(c1ccc(Cl)cc1)c1ccsc1)C1CCN(Cc2ccc(Oc3ccccc3)cc2)CC1 (stereo unspecified) | -1.7 | / | 8 | 34 | 1.1 | -5 | 12 | 7 | -21 | 5 | /
O=C(Nc1cc(S(=O)(=O)N2CCOCC2)ccc1N1CCOCC1)c1cnccn1 | -0.4 | -1 | 6 | -5 | 0.0 | -11 | 13 | -1 | -38 | 17 | 2
COc1ccc(NC(=O)COC(=O)c2c3c(nc4ccccc24)CCCC3)cc1 | 3.3 | 4 | 4 | 0 | -0.1 | -5 | 34 | -15 | -2 | -19 | 4
O=C(O)c1ccc(N/N=C/c2cn(Cc3ccc(F)cc3)c3ccccc23)cc1 | -0.4 | -18 | -1 | 1 | -0.1 | -6 | -118 | 5 | -3 | -157 | 0
COCCCNC(=O)CCc1c(C)nc2c(c(C)nn2-c2ccccc2)c1C | 1.2 | 5 | 6 | 4 | 0.1 | -21 | 8 | -2 | -3 | 20 | /
C/C(=C\C(=O)O)C(=O)Nc1nccs1 | -1.2 | 11 | 2 | -2 | -0.2 | / | -9 | 7 | 4 | 16 | 0
CCOc1cc(/C=C2/C(=O)ON=C2C)ccc1O | -0.6 | -3 | -2 | -21 | 0.0 | -8 | 26 | 7 | 3 | 9 | 3
CC1(C)COC(c2ccc(F)c([N+](=O)[O-])c2)=N1 | -2.3 | 28 | -1 | 2 | 1.5 | -4 | -6 | 3 | 21 | 15 | 0
OC(c1ccc(F)cc1)c1nc(-c2cc3ccccc3o2)cs1 (stereo unspecified) | 6.5 | / | -5 | ? | 0.2 | -5 | -317 | 4 | -121 | -264 | /

Structures above with a CF3 group, in the order listed:
SMILES | hiPSC survival | MITF TRPM1 inh | PDI inh | Exocytosis inh | aDG glyco up | CaV13 ICDI inh | Peg3 prom inh | Vif imaging | NR2E3 ag-1 | HIF-2a inh | NR2E3 ag-2
O=C(NC(=S)Nc1cccc(C(F)(F)F)c1)c1ccc2nonc2c1 | 0.8 | / | -4 | 3 | 0.0 | -4 | 29 | -6 | -4 | -12 | 4
O=S(=O)(c1ccc2nc(Cc3cccc(C(F)(F)F)c3)[nH]c2c1)N1CCOCC1 | 0.4 | -10 | 1 | 0 | 0.0 | -5 | 23 | -1 | -12 | -2 | 2

Limited to Exocytosis inh, hiPSC survival and CaV13 ICDI inh, for 2 of the compounds above:
Molecule | Exocytosis inh | hiPSC survival | CaV13 ICDI inh
COc1ccc(NC(=O)COC(=O)c2c3c(nc4ccccc24)CCCC3)cc1 | 0 | 3.3 | -5
O=C(O)c1ccc(N/N=C/c2cn(Cc3ccc(F)cc3)c3ccccc23)cc1 | 1 | -0.4 | -6

Next part.
SMILES | hiPSC survival | MITF TRPM1 inh | PDI inh | Exocytosis inh | aDG glyco up | CaV13 ICDI inh | Peg3 prom inh | Vif imaging | NR2E3 ag-1 | HIF-2a inh | NR2E3 ag-2
Cc1cc(C)n(-c2ncnc3sc4c(c23)CC(C)CC4)n1 (stereo unspecified) | 0.2 | 1 | -4 | -3 | 0.1 | / | 16 | 2 | -9 | 14 | 2
CN(C)c1ccc(CN(C(=O)c2cccs2)C2CCS(=O)(=O)C2)cc1 (stereo unspecified) | -0.8 | 0 | -4 | -3 | 0.4 | -2 | -5 | 2 | -10 | 10 | 0
O=C(Nc1cccc(C(F)(F)F)c1)c1ccco1 | 3.3 | -14 | -1 | 1 | 0.0 | -3 | -21 | 0 | -14 | -43 | 2
Cc1ccc([C@@H]2[C@@H]3C(=O)N(C)C(=O)[C@@H]3[C@]3(C)C(=O)N(Cc4ccccn4)CC(=O)N23)o1 | 2.9 | -6 | 3 | 2 | 0.3 | -11 | -2 | 3 | 6 | -4 | 0
NC(Cc1cccc2nsnc12)C(=O)O (stereo unspecified) | 1.4 | 1 | 1 | 0 | 0.3 | / | 8 | -4 | 12 | 24 | 0
O=C(CC12CC3CC(CC(Br)(C3)C1)C2)Nc1cccc(S(=O)(=O)NC2=NCCC2)c1 | -0.1 | -6 | 5 | 2 | 0.1 | -2 | 4 | -1 | 6 | 14 | 3
NNC(=O)c1ccc(Cn2cc(Br)c(N)n2)cc1 | -0.3 | 17 | 4 | -10 | 0.0 | -5 | 3 | 3 | -6 | 12 | 3
COc1ccc(S(=O)(=O)N2CCN(C)CC2)cc1C(=O)Nc1ccccc1 | 0.2 | 5 | -9 | -1 | -0.2 | -2 | 6 | 8 | -15 | 15 | -1
COC(=O)CCCCCCCCC(O)CN1CCCCC1 (stereo unspecified) | 0.3 | -6 | 5 | 3 | -0.3 | -5 | -2 | 4 | -2 | 15 | -2
COc1ccc(NC(=O)COC(=O)c2ccc(-n3cnnn3)cc2)c([N+](=O)[O-])c1 | -0.5 | 4 | -3 | -13 | 0.2 | -5 | -2 | 4 | -16 | 15 | -3
O=C(COc1ccc(Br)cc1Br)NC1CCCC1 | 2.0 | -37 | 1 | 0 | 0.1 | 9 | -320 | -12 | -75 | -250 | 2
COC(=O)[C@@]1(Cc2ccc(F)cc2)[C@H]2c3cc(C(=O)N4CCCC4)n(CCCNc4ncc(C(F)(F)F)cc4Cl)c3C[C@H]2CN1C(=O)c1ccccc1 | -1.7 | 8 | -3 | -14 | 1.5 | / | 20 | 10 | 1 | -19 | 2
Cn1ccsc1=NC(=O)c1ccc(Cl)cc1 | 0.2 | -33 | -6 | 0 | 0.7 | 0 | -176 | -4 | -101 | -289 | 0
O=S(=O)(c1ccc(Br)s1)N1CCN(Cc2ccc3c(c2)OCO3)CC1 | -1.7 | 11 | 2 | -2 | 0.1 | -5 | -8 | -3 | -10 | 9 | 0
O=C(NCC(c1ccco1)N1CCN(c2ccccc2F)CC1)c1ccc2c(c1)OCO2 (stereo unspecified) | -0.5 | 6 | -1 | -3 | 0.4 | -7 | 8 | -13 | -3 | 2 | -1
